Source: PubChem BioAssay
S1P4 antag – human S1P4 receptor antagonism; AID 1510; inhibition, % at 4.98 µM; O95977; S1P4-expressing cells, antagonist mode, reporter read-out; actives 0.26% (n = 220,000); in the data active means inhibition above about 29%;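 further: 0% = wells stimulated with agonist and 100% = vehicle wells without agonist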
Target sequence (O95977 whole entry, looked up): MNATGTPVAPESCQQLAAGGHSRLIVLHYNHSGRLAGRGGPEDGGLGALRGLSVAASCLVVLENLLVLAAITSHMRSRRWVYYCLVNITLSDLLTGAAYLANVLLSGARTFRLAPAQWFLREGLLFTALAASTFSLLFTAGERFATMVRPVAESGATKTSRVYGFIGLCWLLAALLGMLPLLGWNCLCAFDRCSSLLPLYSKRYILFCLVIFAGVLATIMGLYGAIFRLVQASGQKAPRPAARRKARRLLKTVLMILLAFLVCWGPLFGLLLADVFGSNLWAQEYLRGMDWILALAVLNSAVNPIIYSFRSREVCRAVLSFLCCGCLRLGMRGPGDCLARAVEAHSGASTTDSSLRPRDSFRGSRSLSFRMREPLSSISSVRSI
PERK inhibitor – blocks human PERK kinase. inhibition, % at 5.6 µM. CHO PERK-DD fusion, SEAP luminescence translation reporter. actives 0.17% (n = 220,000);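 active means inhibition above the mean inhibition of all tested compounds plus 3 SD, set separately per screening campaign, cut at about 2.9% in these data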;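 further: PERK kinase domain activated by AP20187 dimerizer at 100 nM; 0% = DMSO with dimerizer and 100% = rapamycin at 8.4 µM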
BaF3 tox – parental Ba/F3 viability inhibition as JAK2V617F counter-screen; CellTiter-Glo ATP luminescence; inhibition, % at 5.6 µM; actives 1.1% (n = 220,000);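 active means inhibition above a per-campaign cutoff, the mean inhibition of all tested compounds plus 3 SD, cut at about 27% in these data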;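 further: 0% = DMSO wells and 100% = JAK Inhibitor I control wells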
m-calpain inh – blocks pig calpain II enzyme activity. purified calpain II, fluorogenic peptide substrate, 30 min. inhibition, % at 16 µM. actives 0.37% (n = 220,000);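 active means inhibition above about 50%, limit read from the data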
TRPML3 agonist – human mucolipin-3 channel agonism; HEK293 TRPML3-YFP, Fluo-8 calcium fluorescence; 100% = the carbachol control signal; activation, % at 3 µM; AID 1448; actives 0.29% (n = 220,000); Q8TDD5;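 active means activation above its plate's cutoff, the mean activation of the plate's test wells plus 3 SD, cut at about 12% in these data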;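 further: 0% = DMSO only wells and 100% = carbachol wells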
Target sequence (Q8TDD5 whole entry, looked up): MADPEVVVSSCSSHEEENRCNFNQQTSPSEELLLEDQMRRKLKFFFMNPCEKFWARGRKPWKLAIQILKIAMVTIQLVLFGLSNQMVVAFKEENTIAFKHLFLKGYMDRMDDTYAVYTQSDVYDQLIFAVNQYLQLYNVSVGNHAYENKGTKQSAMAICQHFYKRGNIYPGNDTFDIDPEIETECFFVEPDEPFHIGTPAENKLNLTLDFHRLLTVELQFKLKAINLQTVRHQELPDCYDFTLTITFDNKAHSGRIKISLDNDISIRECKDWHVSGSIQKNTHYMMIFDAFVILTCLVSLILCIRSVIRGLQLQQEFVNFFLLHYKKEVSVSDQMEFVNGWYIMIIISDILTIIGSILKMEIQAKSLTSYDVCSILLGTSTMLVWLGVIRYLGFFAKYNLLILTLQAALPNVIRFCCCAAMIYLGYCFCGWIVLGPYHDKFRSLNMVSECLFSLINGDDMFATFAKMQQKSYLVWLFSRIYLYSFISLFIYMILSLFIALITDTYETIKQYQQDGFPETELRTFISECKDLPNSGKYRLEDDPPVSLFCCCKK
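Test system: HEK293 cells stably carrying human TRPML3-YFP; Doses: single dose, 3 µM final nominal compound, 0.3% DMSO final; Schedule: dye loading 1 h 37 °C then 30 min ambient, 125 s read; Technique: Fluo-8 calcium fluorescence; Benchmarks: high control carbachol 87 µM, low control DMSO.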
TRPN1 ag – activates the zebrafish TRPN1 channel | AID 1424 | HEK293 zebrafish TRPN1-YFP, Fluo-8 calcium fluorescence; 100% = response to 87 µM carbachol | activation, % at 3 µM | actives 0.18% (n = 220,000);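 active means activation above its plate's cutoff, the mean activation of test wells on that plate plus 3 SD, cut at about 19% in these data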;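 further: 0% = DMSO alone and 100% = 87 µM carbachol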
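Assay system: Zebrafish TRPN1-YFP in HEK293 cells | Incubation: Dye loading 1 h at 37 °C, then 30 min room temperature | Measured by: Kinetic Fluo-8 fluorescence, ex 470-495, em 515-575 nm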
EP2 modulator – modulators of human EP2 prostaglandin E2 receptor. EP2-expressing cells, cAMP HTRF FRET, PGE2 co-stimulation. induction, % at 25 µM. actives 0.83% (n = 260,000). AID 940;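 active means compounds whose cAMP rise, as percent of the full-agonist control response, exceeds 60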;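 further: rat C6 glioma line stably carrying human EP2 under a CMV promoter; the protocol text gives 20 µM as final concentration; 100% = response of wells given 1 µM PGE2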
Ba/F3 V617F tox – loss of viability in JAK2V617F-driven Ba/F3 cells; Ba/F3 EpoR-JAK2V617F viability, ATP luminescence; actives 1.1% (n = 220,000); AID 1446; inhibition, % at 5.6 µM;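 active means inhibition above the campaign mean plus 3 SD over all tested compounds, cut at about 24% in these data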;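 further: cytokine-independent growth of Ba/F3 cells driven by EpoR plus mutant JAK2; 0% = DMSO-treated cells and 100% = JAK inhibitor I control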
S1P4 agonist – agonists of human S1P4 receptor | S1P4-expressing cell line, agonist reporter assay | activation, % at 4.98 µM | actives 0.35% (n = 220,000) | AID 1509; in the data active means activation above about 11%;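 further: 0% = DMSO vehicle and 100% = reference agonist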
Starred values were filed as active, the others as inactive; i = inactive; & = joins results of further samples.

Fields – TRPML3 agonist	S1P4 agonist	Ba/F3 V617F tox	EP2 modulator	TRPN1 ag	PERK inhibitor	S1P4 antag	m-calpain inh	BaF3 tox
CC(O)CC(C(=O)NNc1ccccc1)C(=O)NNc1ccccc1 (configuration not stated)
  0.1	-0.7	5	12	1.0	0.3	16	-18	8
CN=Cc1nc(-c2ccccc2)oc1O
  0.2	0.8	0	-9	-0.1	1.4	-15	23	3
CSC1=NCCN1C(=O)c1ccc(S(=O)(=O)N2CCCCC2)cc1
  0.6	166*	-1	-2	-0.4	0.7	-6	-21	6
CCOCc1nnc(NC(=O)c2cc(Cl)ccc2OC)s1
  0.9	-1.6	1	-44&-26	0.4	-0.5	13	3	4
CCOC(=O)C(NC(=O)Nc1ccc(Cl)cn1)(Oc1ccccc1)C(F)(F)F (configuration not stated)
  0.4	0.2	1	14	1.0	0.0	-23	-6	11
COc1ccc2c(C)cc(N3CCN(c4ccc(F)cc4)CC3)nc2c1
  -0.8	1.9	-3	40	-1.1	-0.6	-17	-20	1
CCn1ncc(C2=NOC(C(=O)Nc3cc(OC)c(Cl)cc3OC)C2)c1C (configuration not stated)
  0.8	-0.2	-3	14	0.7	0.3	-23	-17	2
Cc1cc(C(=O)OCC(=O)NCCCN2CCCC2=O)c2ccccc2n1
  0.5	-0.8	-1	18	1.2	0.5	1	-11	6
CCC(C)[C@@H](C(=O)Nc1ccc(OC)c(OC)c1)N1Cc2ccccc2C1=O (some centres not stated)
  -0.7	-0.7	-2	9	0.3	0.2	2	6	7
COCCn1c(SCC(=O)c2ccccc2)nc2c(c1=O)SCC2
  -0.5	-1.5	2	-20	-0.5	0.7	-9	10	6
CCOC(=O)N1CCC(Nc2c(Nc3cccc(CC)c3)c(=O)c2=O)CC1
  0.0	0.2	2	-18	0.6	-0.8	-3	26	1
COc1cccc(-c2cc(C(=O)NN3CCOCC3)c3ccccc3n2)c1
  0.2	0.3	0	-15	0.2	0.4	-7	20	5
CC(=O)Nc1ccc(S(=O)(=O)Nc2cccc(N(C)S(C)(=O)=O)c2)cc1
  0.4	-1.0	4	-2	0.8	-0.1	-10	0	7
CCCCC(=O)NC(=S)Nc1ccc(Cl)c(C(=O)O)c1
  1.2	0.5	-4	15	0.3	0.5	-21	-37	6
COc1ccc(S(=O)(=O)N[C@H](C(=O)O)C(C)C)cc1
  0.2	-2.2	-3	13	0.5	-0.3	2	-24	-3
COc1ccc(Cn2c(O)c(C=Nc3ccc(OC)cc3)c3ccccc3c2=O)cc1
  0.6	-2.4	-2	-9	1.6	0.1	-14	-22	4
Cc1[nH]c2ccc(CNS(=O)(=O)c3ccc(S(=O)(=O)N4CCOCC4)cc3)cc2c1C
  1.6	-0.7	-1	2&9	0.9	-0.5	3	-93	2
COc1ccc(OC)c(S(=O)(=O)Nc2ccccc2SC)c1
  0.1	1.2	3	18	-1.9	-0.2	-15	21	3
CCCN1C(=O)c2cc(C(=O)Nc3ccccc3CC)ccc2C1O (configuration not stated)
  0.9	0.8	7	-12	1.5	0.3	-12	11	11
CSc1nc2ncc(C#N)cn2n1
  0.1	1.1	0	18	2.0	1.4	4	-26	5
CC(=O)c1sc(N/N=C\c2cccc(Br)c2)nc1C
  -0.3	0.4	4	-46	-1.4	-0.2	-8	-31	6
O=C(NC(=S)Nc1ccc(N2CCOCC2)c(Cl)c1)c1cncc(Br)c1
  0.3	1.0	-1	-14	1.2	-0.3	-6	-9	4
Cc1ccc(S(=O)(=O)NCCCNS(C)(=O)=O)cc1
  0.2	-0.5	-1	-8	0.6	2.8	2	4	2
Cc1ccc(SCCC(=O)NC2CC2)cc1
  0.1	1.2	1	-11	0.1	-0.2	-15	-4	0
N#Cc1ccccc1OCC(=O)NC(=O)NCc1ccco1
  0.3	0.3	-2	-7	1.5	1.1	2	-19	-16
N#CC(C#N)=C/C(C#N)=C(/N)N1CCN(c2ccc(Cl)cc2)CC1
  0.8	1.0	1	-13	3.4	-0.2	2	-33	7
N=C1C(c2nc(-c3cccc([N+](=O)[O-])c3)cs2)=C(O)CN1NC(=O)c1ccco1
  -0.4	-1.4	1	-17	-0.7	1.8	-13	-1	2
Cc1ccc(C)c(Oc2nnnn2-c2ccccc2)c1
  -1.6	0.9	1	18	-1.1	1.3	-2	10	7
O=C(O)CC(CC(=O)Nc1ccc(-n2ccc(C(F)(F)F)n2)cc1)c1ccccc1 (configuration not stated)
  0.2	0.0	2	-5	0.6	0.4	12	-6	0
Cc1cc(C)nc(NC(=O)c2csnn2)c1
  2.6	2.7	1	18	1.7	2.1	-24	-13	9
CC1=C(C#N)C(c2ccccc2O)C(C#N)=C(C)N1
  0.1	-0.6	-4	22	0.7	1.1	-2	-56	0
Fc1ccc(CN2CCN3CCCC3C2C2CCCCC2)cc1F (configuration not stated)
  0.2	-2.6	2	21	1.0	-0.1	18	-18	7
COc1ccc(CCn2c(C)cc(C(=O)CSc3nc(N)cc(=O)[nH]3)c2C)cc1
  0.6	-1.4	-1	-26	0.7	0.8	-11	-13	9
Cc1ccc(C(=S)NCS(=O)(=O)c2ccc(C)cc2)cc1
  -0.5	-0.1	1	23	-1.0	0.3	-9	17	1
CC1(C)CC(=O)C=C(NCCCNC2CCCCC2)C1
  0.4	0.9	-3	2	1.5	-0.7	-21	16	-1
COCCCNC(=O)CSc1nc2sc(C(=O)OC)c(C)c2c(=O)n1N
  0.4	-0.6	0	-27	-0.3	-0.3	0	-12	3
COc1ccc(C(C)(C)C)cc1NC(=O)Cn1cnnn1
  0.1	3.3	0	17	1.4	1.0	-17	11	0
N#C/C(=C\c1ccc[nH]1)C(=O)N1CCCCC1
  0.2	0.8	-3	-2	-0.7	0.5	9	4	3
O=C(Nc1nc2ccccc2[nH]1)c1cc2ccccc2o1
  0.4	0.6	0	-61	2.5	0.4	-4	-194	3
CN=C1c2cc3cc(OC)ccc3n2CCN1Cc1ccccc1
  0.3	0.3	16	-10	1.2	-2.0	2	-79	8
N#Cc1ccccc1NC(=O)CSc1nnc(-c2ccccc2O)n1-c1ccccc1
  -0.9	-0.8	0	10	-1.4	-0.5	1	6	6
CC(=O)Nc1nonc1-c1ccccc1
  -1.4	1.2	3	22	0.4	3.2*	-6	-16	1
O=C1C(=O)N(CCN2CCOCC2)C(c2ccccn2)/C1=C(/O)c1ccc(Cl)cc1 (configuration not stated)
  0.9	0.6	-1	3	2.1	0.7	-6	14	9
CCOC(=O)N1CCN(c2c(Nc3ccc4c(c3)OCCO4)c(=O)c2=O)CC1
  0.3	1.8	-4	-16	-0.5	1.2	-23	-14	7
Cc1ccccc1Cn1cc(S(=O)(=O)CC(=O)Nc2nccs2)c2ccccc21
  -1.2	-0.7	-3	30	-0.9	-1.4	23	4	3
OCCN1CCOCCN(CCO)CCN(CCO)CC1
  0.0	1.2	-1	4	0.0	0.4	3	-21	-1
O=C(Nc1ccc2c(c1)OCCO2)c1c(F)c(F)c(F)c(F)c1F
  -0.2	-1.6	-1	3	-1.1	0.7	9	31	2
O=C1NCCc2c1[nH]c1c(Cl)ccc(Cl)c21
  0.7	-0.3	-1	4	1.5	0.8	-6	-31	6
Cc1cc(C)n(-c2ccc(C(F)(F)F)cc2[N+](=O)[O-])n1
  -0.4	2.1	-2	33	-0.5	0.7	-2	-26	-2
CN1CC=C2C(C#N)=C(N)C(C#N)(C#N)C(Cc3ccccc3)C2C1 (configuration not stated)
  1.9	-1.4	-3	-6&-33	3.9	0.1	-19	-61	1
CCc1nnc(NC(=O)CSc2nnc(-c3ccc(S(=O)(=O)N(CC)CC)cc3)n2CC)s1
  0.5	-1.1	2	-9	1.7	0.3	0	-28	4
CNC(=O)c1nnn(Cc2ccccc2)c1NC(C)=O
  0.9	-0.2	-3	12	0.2	0.6	-9	-23	1
CC(=O)c1cn(C)c(=O)n(C)c1=O
  0.2	0.9	-5	2	-0.2	1.0	-11	-4	2
CNC(=O)Cn1c(=O)n(C)c2ccccc21
  1.3	2.0	0	31	-2.4	0.3	-11	-10	5
CCc1nnc(NC(=O)CSc2nc(-c3ccccc3)cc(-c3ccc(F)cc3)c2C#N)s1
  0.3	1.3	2	-23	-0.3	0.0	-12	1	3
CCOC(=O)CSc1nc(C)c(CC)c(C)c1C(N)=O
  0.5	1.0	-1	21	-0.2	-0.9	-15	-29	3
Cn1c(-c2cc(Cl)ccc2O)nc2c1c(=O)[nH]c(=O)n2Cc1ccccc1
  0.7	-0.4	2	7	2.0	0.8	7	i	8
Cc1nc2ccc(-c3nc4ccc(N)cc4[nH]3)cc2[nH]1
  0.1	1.4	2	5	-0.1	0.8	-9	i	8
COc1ccccc1-n1c(SCC(=O)N2CCOCC2)nc2cccnc21
  -1.3	1.3	-1	41&-32	0.5	0.4	-10	-26	7
COc1ccc(NC(=S)NCCc2ccccc2OC)c(OC)c1
  -0.3	0.5	1	-51	-1.6	0.3	3	-2	4

The listing continues.
Fields – TRPML3 agonist	S1P4 agonist	Ba/F3 V617F tox	EP2 modulator	TRPN1 ag	PERK inhibitor	S1P4 antag	m-calpain inh	BaF3 tox
N#Cc1c2n(c(=S)n(-c3ccccc3)c1=O)CCCCC2
  0.9	1.5	-2	13	0.3	1.2	-2	-8	-3
O=C(O)CC(=O)Nc1cc(Cl)ccc1O
  1.0	-1.1	4	1	1.0	-0.6	-2	-32	6
CCOC(=O)c1ccc2nc(NC(=O)C(C)C)sc2c1
  0.3	0.8	-2	-13	-1.3	-0.6	2	-34	1
CCOC(=O)C1CCCN(c2c(N3CCc4ccccc4C3)c(=O)c2=O)C1 (configuration not stated)
  -0.7	-2.4	1	5	-0.2	-0.1	-21	-3	5
COC(=O)c1ccc(CSc2nncn2N)cc1
  -0.4	11	-2	17	0.5	-0.6	-20	-13	2
CCCCCC(=O)N/N=C(\C)c1ccc(Cl)cc1
  0.1	-0.4	1	-9	0.6	1.7	-15	24	6
Cc1cc(NCc2ccccn2)ccc1Br
  0.2	-0.2	-4	-28	0.7	1.7	0	-22	4
CN1C(=O)/C(=C/c2ccccc2OCc2ccccc2F)NC1=S
  -0.7	0.9	-1	28	1.1	0.7	-8	18	1
CCCCn1c(CCNC(=O)CCC)nc2ccccc21
  -0.1	-0.1	-2	-12	0.4	0.2	-4	-19	5
CN(Cc1cnn(C)c1)C(=O)CC1C(=O)NCCN1Cc1cccc(Oc2ccccc2)c1 (configuration not stated)
  0.4	0.0	-2	11	-0.2	1.2	-7	1	3
Cc1cc(N2CCOCC2)c2c(N)cc(C)c(C)c2n1
  0.1	0.3	-1	7	-0.5	-0.4	1	10	3
CCOC(=O)CCSCC(=O)Nc1nnc(C)s1
  0.5	2.2	-4	30	-0.6	0.7	-2	-10	0

Entries of single compounds, looked up by structure. Order of screens: TRPML3 agonist, S1P4 agonist, Ba/F3 V617F tox, EP2 modulator, TRPN1 ag, PERK inhibitor, S1P4 antag, m-calpain inh, BaF3 tox
CCCCCC(=O)N/N=C(\C)c1ccc(Cl)cc1 is listed with 0.1, -0.4, 1, -9, 0.6, 1.7, -15, 24, 6
CN(Cc1cnn(C)c1)C(=O)CC1C(=O)NCCN1Cc1cccc(Oc2ccccc2)c1 (configuration not stated) is listed with 0.4, 0.0, -2, 11, -0.2, 1.2, -7, 1, 3
